PPARg SRC-1 ag: PPARgamma agonists recruiting SRC-1 coactivator, primary screen, biochemical | 0.41% of 200,000 active | activation, % at 8 µM | PPARgamma-SRC-1 coactivator recruitment biochemical assay | Peroxisome proliferator-activated receptor gamma (Homo sapiens), P37231; in the data active = activation above about 19%;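 also: 0% = DMSO and 100% = reference agonist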
S1P3 antag: S1P3 receptor antagonists, primary screen, cell-based; Sphingosine 1-phosphate receptor 3 (Homo sapiens), Q99500; CHO S1P3 NFAT-BLA reporter, FRET fluorescence, antagonist mode; inhibition, % at 4.98 µM; 0.27% of 170,000 active; AID 485, 2006;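 active = inhibition above the plate cutoff, the mean inhibition of test wells on that plate plus 3 SD, cut at about 28% in these data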;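 also: cells challenged with S1P at its EC80 of 0.8 µM; blue over green emission ratio from cleaved BLA substrate after 4 h stimulation; 0% = S1P-stimulated wells and 100% = unstimulated DMSO-only wells; some compounds past the cut are filed as inactive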
Target sequence (Q99500 whole entry, looked up): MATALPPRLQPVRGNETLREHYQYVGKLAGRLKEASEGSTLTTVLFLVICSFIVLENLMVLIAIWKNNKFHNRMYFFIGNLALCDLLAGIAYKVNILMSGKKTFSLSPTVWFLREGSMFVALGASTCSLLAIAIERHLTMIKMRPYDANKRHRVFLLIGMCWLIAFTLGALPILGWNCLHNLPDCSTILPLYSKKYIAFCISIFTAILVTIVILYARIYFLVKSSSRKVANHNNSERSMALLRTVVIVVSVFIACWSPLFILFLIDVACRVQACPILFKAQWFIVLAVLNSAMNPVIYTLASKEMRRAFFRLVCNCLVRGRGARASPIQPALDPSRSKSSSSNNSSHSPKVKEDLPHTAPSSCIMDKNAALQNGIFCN
G6PDH counter: L. mesenteroides G6PDH inhibitors, counter-screen for G6PDH-coupled screening assays, biochemical, Leuconostoc mesenteroides enzyme; glucose-6-phosphate dehydrogenase [Leuconostoc mesenteroides]; Purified L. mesenteroides G6PDH, diaphorase/resazurin coupled fluorescence, 45 min; inhibition, % at 5 µM; 0.12% of 200,000 active; in the data active = inhibition above about 50%
PPARg SRC2 recr: agonists of PPARg-SRC-2 recruitment, primary screen, biochemical, HTS; 0.34% of 200,000 active; activation, % at 8 µM; PPARgamma LBD-SRC-2 recruitment; AID 1032, 2008; Peroxisome proliferator-activated receptor gamma (Homo sapiens), P37231; in the data active = activation above about 22%;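 also: 0% = vehicle and 100% = reference agonist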
PPARg SRC3 recr: PPARgamma agonists recruiting SRC-3 coactivator, primary screen, biochemical. Peroxisome proliferator-activated receptor gamma (Homo sapiens), P37231. biochemical PPARgamma/SRC-3 coactivator recruitment assay. activation, % at 8 µM. 0.26% of 200,000 active; in the data active = activation above about 23%;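 also: 0% = DMSO and 100% = reference agonist; some compounds past the cut are filed as inactive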
PMI act hi M6P: human PMI activators, high substrate, primary screen, biochemical, fluorescence intensity, near-saturating mannose 6-phosphate | Mannose-6-phosphate isomerase (Homo sapiens), P34949 | coupled PMI enzyme assay, resazurin fluorescence, 20 min; active compounds read high; 1 = untreated enzyme, 0 = substrate-free blank | activation factor at 20 µM | 0.34% of 190,000 active | AID 1216, 2008;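 active = activation factor of 2 or more at 20 µM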
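assay system = human phosphomannose isomerase with PGI, G6PDH, diaphorase coupling enzymes | quantity = 15 ng/mL PMI | incubation = enzyme reaction with compound 20 min at room temperature | medium = HEPES pH 7.4 buffer with MgCl2 and Tween-20 | compound dosing = one concentration, 20 µM, in 1% DMSO | measured by = Diaphorase-driven resazurin-to-resorufin fluorescence, excitation 544, emission 590 nm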
Diaph inh CS: diaphorase inhibitors and chemical oxidizers, primary screen, counter-screen for diaphorase-coupled primary assays, biochemical, uHTS, resorufin fluorescence. diaphorase resazurin-to-resorufin fluorescence, NADH, 16 min; bacterial (C. kluyveri) enzyme, not human. inhibition, % at 20 µM. 0.69% of 190,000 active;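 active = primary screen inhibition at 20 µM above a set limit, cut at about 50% in these data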;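 also: plate controls were DMSO with full reaction for no effect and wells lacking NADH for full effect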
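material = Clostridium kluyveri diaphorase enzyme | amount = 0.14 U/mL diaphorase, enzyme working solution | schedule = incubation 16 min, room temperature | detection = fluorescence of resorufin formed from resazurin, Ex 544/Em 590 nm | benchmarks = positive control minus NADH, DMSO neutral control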
ROMK primary: ROMK potassium channel modulators, primary screen, cell-based, thallium flux, MLSMR library. ATP-sensitive inward rectifier potassium channel 1 (Homo sapiens), P48048. Tet-inducible ROMK, thallium flux fluorescence; actives lie on both sides. B-score at 10 µM. 2% of 130,000 active. AID 1918, 2009;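 active = signal ratio slope over the read window, or its plate-corrected B-score, at least 3 SD from the plate mean, either direction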;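 also: B-score of the F/F0 ratio slope over 7 to 12 s after thallium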
Target sequence (P48048 whole entry, looked up): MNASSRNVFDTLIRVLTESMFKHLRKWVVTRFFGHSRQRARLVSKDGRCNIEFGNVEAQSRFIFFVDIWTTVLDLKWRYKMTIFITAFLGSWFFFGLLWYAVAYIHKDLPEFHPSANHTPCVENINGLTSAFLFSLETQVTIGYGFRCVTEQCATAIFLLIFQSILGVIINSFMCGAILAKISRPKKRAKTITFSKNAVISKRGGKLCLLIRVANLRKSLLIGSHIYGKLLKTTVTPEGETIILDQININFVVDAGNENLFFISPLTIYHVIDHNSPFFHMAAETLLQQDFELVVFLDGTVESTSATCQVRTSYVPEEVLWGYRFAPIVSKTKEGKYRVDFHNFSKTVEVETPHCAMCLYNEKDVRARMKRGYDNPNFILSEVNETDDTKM
PMI act: activators of human PMI, primary screen, biochemical, fluorescence intensity, near-Km mannose 6-phosphate; 0.005% of 190,000 active; purified human PMI, coupled resazurin fluorescence, 20 min; active compounds read high; 1 = vehicle control, 0 substrate-free wells; Mannose-6-phosphate isomerase (Homo sapiens), P34949; activation factor at 20 µM;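 active = activation factor of 2 or more at 20 µM, relative to plate controls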
SRC2 TRFRET art: TR-FRET signal artefacts, primary screen, artefact control for PPARgamma SRC-2 agonist project, biochemical; TR-FRET artefact counter-screen; active compounds read high; TR-FRET ratio at 8 µM; 0.4% of 200,000 active; in the data active = TR-FRET ratio above about 2000; also: inactives centre near 1500
Diaphorase act: compounds boosting diaphorase resazurin reduction – biochemical, uHTS, resorufin fluorescence, counter-screen for diaphorase-coupled primary assays, primary screen | 0.005% of 190,000 active | activation factor at 20 µM | Diaphorase/resazurin coupled assay, 16 min; active compounds read high; 1 = vehicle wells, 0 = NADH-free wells;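 active = diaphorase activity raised at least twofold by the compound at 20 µM; inactive = activation factor below 2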
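Test system: Clostridium kluyveri diaphorase, purified enzyme; input: enzyme 0.07 U/mL final; buffer or medium: 50 mM HEPES pH 7.4 with 4.542 mM MgCl2, 0.005% Tween 20; also added: 0.114 mM NADH and 0.1 mM resazurin, final amounts; schedule: 16 min enzyme reaction, ambient temperature; technique: fluorescence of resorufin, 544 nm excitation, 590 nm emission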
* = called active by the depositor; x = no result given.

Below each SMILES: PPARg SRC-1 ag	S1P3 antag	G6PDH counter	PPARg SRC2 recr	PPARg SRC3 recr	PMI act hi M6P	Diaph inh CS	ROMK primary	PMI act	SRC2 TRFRET art	Diaphorase act
1) C#CCSc1ncc(-c2ccccc2)cn1
  21*	-21	-1	10	6	1	0	-0.19	1	1733	1
2) COc1ccc(C2NC(=O)C(C)S2)cc1 (centres undefined)
  0	x	10	8	9	1.1	5	x	1.1	1713	0.9
3) O=C(OC1CCOC1=O)c1cc(-c2cccs2)nc2ccccc12 (centres undefined)
  7	-15	3	10	2	0.9	22	0.013	1	1663	0.8
4) COc1ccc(CN2C3CCCC2CC(NC(=O)/C=C/c2ccccc2)C3)cc1 (centres undefined)
  1	0	-3	-1	2	1	-4	-0.92	1	1712	1
5) CNc1ccccc1C(C)(C)c1ccn[nH]1
  -5	-9	5	1	-1	0.9	21	0.22	1	1350	0.8
6) CC1(C)CC(=O)C(c2c[nH]c3ccccc23)C(=O)C1
  4	-7	17	6	4	1.2	-24	0.25	1.4	1561	1.2
7) Cc1cc(-n2c(C)cc(C(=O)CSc3nc4ccccc4c(=O)n3Cc3ccco3)c2C)no1
  -1	x	17	4	-10	0.8	12	x	0.8	1416	0.9
8) CCOc1ccccc1NC(=O)CCC(=O)Nc1ccc2nc(N3CCN(C)CC3)cc(C)c2c1
  1	-17	-3	2	11	1	2	0.18	1	1438	1
9) Cc1ccc(CNc2ccc3c(c2)ncn3C)cc1
  2	-45	-3	5	2	0.8	17	x	0.8	1718	0.8
10) NCCc1nnc(SCc2ccccc2)o1
  4	11	0	2	11	1	7	x	0.9	1624	0.9
11) NC(=O)NC(=O)COC(=O)/C=C/c1cccc(Br)c1
  1	5	7	-2	0	1	9	0.43	1	1573	0.9
12) CC(=O)NCCOc1c(C)cc(S(N)(=O)=O)cc1C
  0	-2	2	0	-3	1.1	13	0.54	1	1481	0.9
13) COc1ccccc1N1CCN(C(=O)c2cc(-c3ccc(Br)cc3)on2)CC1
  2	1	-1	-2	6	0.9	28	x	0.9	1587	0.7
14) O=C(Nc1cc(S(=O)(=O)N2CCOCC2)ccc1O)c1ccco1
  3	x	4	5	10	0.9	10	x	0.9	1537	0.9
15) C#CCN1C(=O)S/C(=C/c2cc(C)n(CC)c2C)C1=O
  -2	2	-6	-6	2	0.9	12	x	0.8	1561	0.9
16) CCN(C(=O)COC(=O)c1cc([N+](=O)[O-])ccc1N1CCCCC1)C1CCS(=O)(=O)C1 (centres undefined)
  1	-17	5	-6	2	0.9	4	-0.45	0.9	1495	1
17) CC(C)CC(=O)Nc1nc2ccc(S(C)(=O)=O)cc2s1
  0	-7	6	1	-1	1	11	0.46	1	1530	0.9
18) CCCn1c(N)c(C(=O)CSc2nnc(Cc3ccccc3)o2)c(=O)n(C)c1=O
  -3	x	12	8	1	0.9	16	x	0.9	1473	0.8
19) CCn1ccnc1CN1CCC(CO)(CCOc2ccccc2)CC1
  6	-10	9	-3	1	1	16	x	0.9	1322	0.8
20) CCOc1ccc(N(CC(=O)OC)S(=O)(=O)c2c(C)noc2C)cc1
  5	-5	4	-7	-6	1	18	x	0.9	1449	0.8
21) O=C(c1cnccn1)N1CCN(c2ccccc2)CC1
  2	x	5	5	-5	1	15	x	1	1416	0.9
22) O=C(CCC1CCCN(c2ncccn2)C1)NCc1ccc(F)c(F)c1 (centres undefined)
  2	-21	0	2	0	1	2	-0.18	1	1307	1
23) O=c1[nH]c(CSc2ncc(-c3ccc(F)cc3)n2Cc2ccco2)nc2ccccc12
  5	-21	6	8	-1	0.9	30	-0.16	0.9	1468	0.7
24) O=C(N/N=C/c1ccc2c(c1)OCO2)C1COc2ccccc2O1 (centres undefined)
  4	x	1	7	13	1	11	-0.58	1	1579	0.9

Among those listed so far, eight contain a carbonyl joined to an NH by a bond outside any ring:
Below each SMILES: PPARg SRC-1 ag	S1P3 antag	G6PDH counter	PPARg SRC2 recr	PPARg SRC3 recr	PMI act hi M6P	Diaph inh CS	ROMK primary	PMI act	SRC2 TRFRET art	Diaphorase act
4) COc1ccc(CN2C3CCCC2CC(NC(=O)/C=C/c2ccccc2)C3)cc1 (centres undefined)
  1	0	-3	-1	2	1	-4	-0.92	1	1712	1
8) CCOc1ccccc1NC(=O)CCC(=O)Nc1ccc2nc(N3CCN(C)CC3)cc(C)c2c1
  1	-17	-3	2	11	1	2	0.18	1	1438	1
11) NC(=O)NC(=O)COC(=O)/C=C/c1cccc(Br)c1
  1	5	7	-2	0	1	9	0.43	1	1573	0.9
12) CC(=O)NCCOc1c(C)cc(S(N)(=O)=O)cc1C
  0	-2	2	0	-3	1.1	13	0.54	1	1481	0.9
14) O=C(Nc1cc(S(=O)(=O)N2CCOCC2)ccc1O)c1ccco1
  3	x	4	5	10	0.9	10	x	0.9	1537	0.9
17) CC(C)CC(=O)Nc1nc2ccc(S(C)(=O)=O)cc2s1
  0	-7	6	1	-1	1	11	0.46	1	1530	0.9
22) O=C(CCC1CCCN(c2ncccn2)C1)NCc1ccc(F)c(F)c1 (centres undefined)
  2	-21	0	2	0	1	2	-0.18	1	1307	1
24) O=C(N/N=C/c1ccc2c(c1)OCO2)C1COc2ccccc2O1 (centres undefined)
  4	x	1	7	13	1	11	-0.58	1	1579	0.9
